Screening data as filed in PubChem BioAssay.
PPARg SRC-2 ag: PPARgamma-driven SRC-2 recruitment agonism. P37231. PPARgamma LBD-SRC-2 recruitment, biochemical. activation, % at 8 µM. hit rate 0.34% among 200,000; in the data active = activation above about 22%;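 also: 0% = vehicle and 100% = reference agonist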
Target sequence (P37231 whole entry, looked up, the tested form may be a part): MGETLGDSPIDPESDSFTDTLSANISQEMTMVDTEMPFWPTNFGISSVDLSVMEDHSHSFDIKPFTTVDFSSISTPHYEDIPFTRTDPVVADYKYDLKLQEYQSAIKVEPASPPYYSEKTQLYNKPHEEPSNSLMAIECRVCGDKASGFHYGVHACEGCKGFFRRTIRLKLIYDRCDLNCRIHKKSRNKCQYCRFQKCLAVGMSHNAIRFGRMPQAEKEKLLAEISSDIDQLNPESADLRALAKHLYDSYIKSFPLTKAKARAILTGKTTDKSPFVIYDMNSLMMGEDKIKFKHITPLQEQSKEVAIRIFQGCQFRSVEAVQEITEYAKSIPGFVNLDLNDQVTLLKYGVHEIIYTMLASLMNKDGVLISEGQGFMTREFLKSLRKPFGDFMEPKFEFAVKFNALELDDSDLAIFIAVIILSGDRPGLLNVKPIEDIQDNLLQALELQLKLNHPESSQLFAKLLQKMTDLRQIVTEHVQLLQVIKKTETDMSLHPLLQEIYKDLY
S1P3 antag: S1P3 (human) receptor antagonism. Q99500. CHO S1P3 NFAT-BLA reporter, FRET fluorescence, antagonist mode. inhibition, % at 4.98 µM. hit rate 0.27% among 170,000;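 active = inhibition above the plate cutoff, the mean inhibition of test wells on that plate plus 3 SD, cut at about 28% in these data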;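 also: cells challenged with S1P at its EC80 of 0.8 µM; blue over green emission ratio from cleaved BLA substrate after 4 h stimulation; 0% = S1P-stimulated wells and 100% = unstimulated DMSO-only wells; some compounds past the cut are filed as inactive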
Target sequence (Q99500 whole entry, looked up): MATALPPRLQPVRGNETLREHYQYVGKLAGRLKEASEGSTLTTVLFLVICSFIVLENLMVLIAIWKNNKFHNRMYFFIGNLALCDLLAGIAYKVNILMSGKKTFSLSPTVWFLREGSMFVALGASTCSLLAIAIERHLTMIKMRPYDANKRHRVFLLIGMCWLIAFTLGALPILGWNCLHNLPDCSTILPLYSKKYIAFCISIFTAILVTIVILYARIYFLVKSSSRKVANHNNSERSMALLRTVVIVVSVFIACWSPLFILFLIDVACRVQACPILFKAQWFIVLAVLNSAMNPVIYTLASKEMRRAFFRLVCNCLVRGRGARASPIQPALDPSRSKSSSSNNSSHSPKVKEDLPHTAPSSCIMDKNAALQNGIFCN
HMGR II inh: blocks class II HMG-CoA reductase of Enterococcus faecalis; purified E. faecalis HMGR, NADPH absorbance 340 nm kinetic; inhibition, % at 10 µM; hit rate 0.41% among 190,000; AID 1066;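 active = inhibition above a set limit, the median over all tested compounds plus 3 SD, cut at about 9.5% in these data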;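 also: enzyme runs in reverse so mevalonate oxidation gives rising NADPH absorbance; 0% = complete reaction with DMSO and 100% = background rate lacking mevalonate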
Lmaj promast: reduces viability of Leishmania major promastigotes | resazurin fluorescence viability | hit rate 9% among 200,000 | inhibition, % at 10 µM; in the data active = inhibition above about 50%;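 also: promastigotes grown with compound for 44 hours at 28 °C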
Redox H2O2 prof: compounds producing H2O2 with reducing agent – biochemical, NIH compound library profiling, artefact control for MLSCN library redox annotation, primary screen; DTT-dependent redox cycling H2O2, phenol red/HRP absorbance; 100% = 100 µM peroxide control, 0% = buffer; activation, % at 10 µM; AID 878; hit rate 0.03% among 200,000;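 active = activation of at least 50% relative to the plate's high and low controls in the primary single-dose screen; inactive = activation below 50%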;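 also: compound incubated with DTT at 0.8 mM final as the reducing agent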
bIAP inh: blocks bovine intestinal alkaline phosphatase activity; purified bovine IAP, CDP-star luminescence, 30 min; inhibition, % at 20 µM; AID 1019; 190,000 tested, under 10 active;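 active = over 50% inhibition of intestinal alkaline phosphatase at 20 µM in the single-dose screen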
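test system = bovine IAP enzyme | medium = DEA buffer 100 mM, pH 9.8, with MgCl2 1.0 mM, ZnCl2 0.02 mM | detection = luminescence | dosing = single compound dose of 20 µM, 2% DMSO final | incubation = 30 min reaction at room temperature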
TR-FRET SRC-2 ct: TR-FRET artefact, counter-screen to PPARgamma/SRC-2 agonist assay; hit rate 0.4% among 200,000; AID 1049; hits give high values; TR-FRET ratio at 8 µM; in the data active = TR-FRET ratio above about 2000; also: inactives centre near 1500
PPARg SRC1 recr: promotes SRC-1 coactivator recruitment by human PPARgamma. P37231. PPARgamma-SRC-1 coactivator recruitment biochemical assay. activation, % at 8 µM. hit rate 0.41% among 200,000. AID 631; in the data active = activation above about 19%;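 also: 0% = DMSO and 100% = reference agonist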
RAM inhibit: inhibitors of the yeast RAM network | S. cerevisiae dse1pr::URA3 reporter, 5-FOA growth OD615, 2 d; analog-sensitive cbk1-as2 kinase mutant strain | inhibition, % at 50 µM | hit rate 1.8% among 190,000;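 active = inhibition above a set limit, 3 SD over mean compound inhibition, cut at about 8.4% in these data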;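 also: 0% = DMSO-only wells with no growth and 100% = 10 µM 1-NA-PP1 full growth; inhibition rescues growth on 5-FOA so higher OD means more RAM inhibition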
ROMK primary: modulators of human ROMK potassium channel. hit rate 2% among 130,000. Tet-inducible ROMK, thallium flux fluorescence; actives lie on both sides. B-score at 10 µM. P48048;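 active = signal ratio slope over the read window, or its plate-corrected B-score, at least 3 SD from the plate mean, either direction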;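 also: B-score of the F/F0 ratio slope over 7 to 12 s after thallium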
PPARg SRC-3 ag: promotes SRC-3 coactivator recruitment by human PPARgamma | biochemical PPARgamma/SRC-3 coactivator recruitment assay | activation, % at 8 µM | hit rate 0.26% among 200,000; in the data active = activation above about 23%;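 also: 0% = DMSO and 100% = reference agonist; some compounds past the cut are filed as inactive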
* marks the source's active call; other numbers are inactive results; nt = no result given. Not a hit list (roughly 13% active in at least one column).

SMILES	PPARg SRC-3 ag	Lmaj promast	PPARg SRC1 recr	Redox H2O2 prof	RAM inhibit	bIAP inh	HMGR II inh	PPARg SRC-2 ag	ROMK primary	TR-FRET SRC-2 ct	S1P3 antag
OCCC1CN(Cc2cnc(N3CCCC3)s2)CCN1C1CCCC1 (centres undefined)	4.3	1.5	4.1	-0.2	-0.1	-7.7	-0.6	6.8	0.655	1790	-12.7
O=C(c1ccc(F)cc1)N1CCN(c2cnn(-c3ccccc3)c(=O)c2Cl)CC1	4.9	1.9	0.8	-0.3	3.0	-10.7	-4.4	2.0	0.769	1665	-18.3
O=C1CCC(C(=O)Nc2cccc(C(F)(F)F)c2)N1 (centres undefined)	3.1	2.4	7.8	-1.5	nt	8.3	nt	-0.9	0.869	1536	-50.8
CCOC(=O)c1sc(NC(=S)n2cc(C)cn2)c(C(=O)OCC)c1C	12.1	12.0	4.4	3.3	nt	nt	nt	-4.5	nt	1610	-23.7
Cc1cc(Nc2cccc(O)c2)c2ccccc2n1	-1.6	8.1	12.3	1.1	1.4	-14.2	-1.7	3.6	-0.276	1630	4.8
COc1ccc(S(=O)(=O)N(CCc2ccccc2)CC(=O)O)cc1Cl	0.1	-6.4	-0.6	-0.9	1.1	11.0	-1.0	-8.4	nt	1425	nt
COC(=O)c1ccc(NCN2C(=O)C3C4CCC(C4)C3C2=O)cc1 (centres undefined)	0.2	13.1	10.8	0.3	4.2	-7.9	-3.0	-1.7	-0.28	1305	-7.5
CO[C@@H]1O[C@@H]2COC(c3ccccc3)O[C@@H]2[C@@H](OC)[C@@H]1O (some centres undefined)	5.9	-3.1	-3.0	-0.2	0.2	1.0	0.2	3.1	-0.477	1516	nt
CC(C)(C)n1nc2c(c1NC(=O)c1ccccc1)CS(=O)(=O)C2	-4.5	2.0	6.8	0.1	0.7	5.0	0.9	3.7	-1.05	1409	-7.8
COc1ccc(/C=C/C(=O)N(C)C2CCS(=O)(=O)C2)cc1OC (centres undefined)	0.0	-5.1	2.6	-0.5	2.7	8.8	-0.4	14.8	0.0405	1584	3.2
CC(=O)Nc1ccc2c(c1)nc(CCN1CCN(C)CC1)n2C	15.9	0.6	6.2	2.4	1.0	2.8	0.5	-2.5	0.388	1622	-15.8
Cc1ccc2cc(CN(C(=O)c3ccco3)c3ccccc3C)c(=O)[nH]c2c1	-5.4	9.1	-0.6	-0.7	5.8	4.3	0.0	10.8	-0.273	1494	nt
COc1cc2c(cc1NC(=O)COC(=O)C1CC(=O)N(Cc3ccco3)C1)oc1ccccc12 (centres undefined)	-8.5	-5.0	5.2	0.2	3.5	12.6	-12.2	2.7	-0.662	1634	-20.3
CCOc1ccc(-c2nn[nH]n2)cc1OCC	6.4	-2.9	-9.8	0.8	1.6	7.5	-1.3	-5.9	nt	1505	nt
COc1ccc(N=C2NC(=O)S/C2=C\c2ccc(N(C)C)cc2)cc1	-1.1	1.4	-0.3	2.1	2.9	17.5	-0.5	5.9	nt	1488	nt
COc1ccc(-c2[nH]ncc2CN2CCN(Cc3cccs3)CC2)cc1F	-6.3	-4.5	-0.8	0.0	0.8	-49.5	-2.5	-5.0	-1.07	1524	-7.9
Cc1cccc(-c2nc3ccccc3c(=O)n2NC(=O)c2cccs2)c1	0.6	-4.4	-3.9	0.4	-0.8	3.1	-5.0	2.1	nt	1477	0.3
Cc1ccc(CN2CCN(/N=C/c3ccc(C(F)(F)F)cc3)CC2)cc1	-5.2	37.4	-6.4	-0.2	-0.8	24.2	-2.4	-3.2	0.0143	1345	-3.3
CCCC(C(=O)NC1CCCCC1)N(Cc1ccco1)C(=O)CNS(=O)(=O)c1ccccc1 (centres undefined)	9.6	62.6*	-0.6	0.1	2.1	15.9	3.8	5.4	-1.28	1542	8.9
CC(=O)Oc1cc2c(cc1Cl)C(c1cccs1)CC1(CC(C)(C)NC(=S)N1)O2 (centres undefined)	1.8	34.5	0.1	-1.0	5.4	4.4	0.7	2.6	nt	1547	-10.9

SMILES	PPARg SRC-3 ag	Lmaj promast	PPARg SRC1 recr	Redox H2O2 prof	RAM inhibit	bIAP inh	HMGR II inh	PPARg SRC-2 ag	ROMK primary	TR-FRET SRC-2 ct	S1P3 antag
Cc1ccccc1Nc1nc(N)nc(COC(=O)c2ccc(O)cc2)n1	3.4	5.7	-3.2	-0.1	1.6	4.8	-3.5	11.3	0.466	1436	-6.8
Cc1cccc(NC(=S)N(Cc2ccc(Cl)cc2)Cc2ccc(C(=O)O)cc2)c1	2.4	-3.6	3.3	-1.9	5.3	-3.7	-1.7	5.2	0.489	1736	-11.2
COc1ccc2nc(NC(=O)c3ccc(-c4cccc([N+](=O)[O-])c4)o3)sc2c1	3.6	-2.7	12.4	0.1	1.8	18.1	-4.0	18.6	nt	1636	0.4
CCCCCCN1C=CC(=C/C=C(\C#N)C(=O)OCC)C=C1	14.6	2.5	20.7*	-7.8	0.1	41.5	-5.0	20.0	nt	1710	nt
NC(=O)Cn1c2[n+](c3ccccc31)CC(O)CS2 (centres undefined)	-0.9	-5.2	1.0	0.2	2.5	-0.8	-5.6	7.7	-0.0786	1439	nt
CCOc1ccccc1NC(=O)C(NCC1(N2CCCCC2)CCCCC1)c1ccccc1 (centres undefined)	-1.2	66.3*	8.9	0.4	1.6	34.9	-3.6	15.7	-3.44*	1692	-5.6
Cc1ccc(N2CC(C(=O)OCC(=O)C(C)(C)C)CC2=O)cc1C (centres undefined)	3.5	-7.7	2.1	1.0	0.5	5.6	-4.5	-0.4	nt	1707	-4.0
Cc1ccc(C(C#N)c2ccc(Cl)nn2)cc1 (centres undefined)	3.3	-1.4	1.2	-2.0	1.4	1.7	4.5	-1.3	-0.391	1773	11.2
CC1CCN(c2ncccc2C(=O)O)CC1	5.5	-1.6	0.9	-1.2	0.8	5.4	-1.8	-8.6	0.3	1579	7.2
Cc1ccc(NC(=O)CSc2nnc(-c3ccncc3)n2C)cc1S(=O)(=O)N1CCOCC1	4.9	-6.6	-2.8	-1.1	1.2	-14.3	0.5	-1.8	0.558	1472	3.6
C=CCNC(=S)NNC(=O)C(CCC(C)C)CC(C)O (centres undefined)	-9.4	-9.5	-0.8	0.0	0.9	-44.8	-1.8	-0.1	0.688	1420	nt
Cn1ccs/c1=N\S(=O)(=O)c1ccc(Br)cc1	4.2	-4.9	1.2	-3.6	3.6	2.4	-4.9	-9.5	nt	1305	nt
Cc1cc(C)c(N(CC(=O)NC(C)(C)C)C(=O)CNC(=O)c2cccs2)c(C)c1	5.3	-5.4	-2.0	-0.1	4.4	2.5	0.1	5.4	1.52	1472	8.8
CC(C)NS(=O)(=O)c1ccc(OCC(=O)Nc2ccccc2F)cc1	-1.1	1.9	-4.5	1.6	2.0	21.9	-2.1	-6.4	nt	1328	-23.9
CCN=C(NCC)SC1CC(=O)N(c2cccc(OCC)c2)C1=O (centres undefined)	-5.8	-5.7	4.3	0.0	3.8	-4.8	-1.5	-14.7	-0.455	1559	-13.2
COc1ccc(NC(=O)C2CC(=O)N(Cc3ccc(C)cc3)C2)cc1S(=O)(=O)N1CCCCC1 (centres undefined)	7.0	-3.2	6.4	-0.7	1.2	-13.8	-5.8	15.3	-0.422	1803	-6.5
CCCCSc1n[nH]c(N)n1	-3.0	11.3	2.2	-0.7	-0.6	-10.8	-2.6	-4.6	0.552	1532	-1.9
Cc1noc(C)c1S(=O)(=O)N(CC(=O)NCc1ccc2c(c1)OCO2)c1ccc(C(C)C)cc1	11.6	26.1	0.5	-3.8	1.5	1.7	-7.3	11.1	nt	1731	14.8
CC1=NN(C(=O)Cc2ccccc2)C(O)(c2ccccc2)C1 (centres undefined)	-1.3	0.5	-3.3	-0.1	0.9	-5.5	-3.9	-4.5	0.757	1382	8.0
COc1ccc(N(CC(=O)Nc2ccc(F)c(Cl)c2)S(=O)(=O)c2c(C)noc2C)cc1	0.5	-2.6	5.0	2.4	6.8	16.0	1.8	-1.6	nt	1331	5.6

Fetched by structure from above:
SMILES	PPARg SRC-3 ag	Lmaj promast	PPARg SRC1 recr	Redox H2O2 prof	RAM inhibit	bIAP inh	HMGR II inh	PPARg SRC-2 ag	ROMK primary	TR-FRET SRC-2 ct	S1P3 antag
CC(C)(C)n1nc2c(c1NC(=O)c1ccccc1)CS(=O)(=O)C2	-4.5	2.0	6.8	0.1	0.7	5.0	0.9	3.7	-1.05	1409	-7.8
NC(=O)Cn1c2[n+](c3ccccc31)CC(O)CS2 (centres undefined)	-0.9	-5.2	1.0	0.2	2.5	-0.8	-5.6	7.7	-0.0786	1439	nt
COc1ccc2nc(NC(=O)c3ccc(-c4cccc([N+](=O)[O-])c4)o3)sc2c1	3.6	-2.7	12.4	0.1	1.8	18.1	-4.0	18.6	nt	1636	0.4
Cc1ccccc1Nc1nc(N)nc(COC(=O)c2ccc(O)cc2)n1	3.4	5.7	-3.2	-0.1	1.6	4.8	-3.5	11.3	0.466	1436	-6.8

Further compounds follow:
SMILES	PPARg SRC-3 ag	Lmaj promast	PPARg SRC1 recr	Redox H2O2 prof	RAM inhibit	bIAP inh	HMGR II inh	PPARg SRC-2 ag	ROMK primary	TR-FRET SRC-2 ct	S1P3 antag
O=C(NNc1ccccc1Cl)C(O)(c1cccc(C(F)(F)F)c1)c1cccc(C(F)(F)F)c1	8.6	0.5	2.8	-0.2	2.6	3.4	-3.5	17.2	-0.756	1728	1.7
CCOC(=O)c1c(C)c(C(=O)NCCCOC)c(C)n1C	7.3	-1.7	12.2	-0.3	0.0	8.6	-3.5	1.6	0.135	1623	-12.5
COc1ccccc1NC(=O)N1CCCC1C(=O)Nc1ccc(NC(C)=O)cc1 (centres undefined)	11.3	-2.1	7.5	-0.3	0.9	0.9	-3.3	-5.5	nt	1390	-11.6
CCC(Sc1nc2cc(OC)c(OC)cc2c(=O)n1CCc1ccc(S(N)(=O)=O)cc1)C(=O)NCCOC (centres undefined)	-1.1	-3.6	-1.3	-0.3	-1.4	-9.0	-1.9	1.3	0.658	1610	18.6
CCCC(C)NC(=O)/C=C/c1cccc([N+](=O)[O-])c1 (centres undefined)	12.8	13.6	5.9	2.0	1.0	21.2	0.8	-10.6	nt	1607	nt
O=C(CCn1c2c(c3ccccc31)CCCC2)NNC(=O)c1ccccc1Cl	-0.2	-2.4	-1.0	0.5	1.3	4.9	-7.3	-0.8	nt	1346	-5.9
O=C(CN1CCOCC1)Nc1ccccc1NC(=O)C1CCN(c2ncccn2)CC1	0.8	-2.7	1.8	-2.9	0.3	0.2	1.0	-0.7	-0.565	1509	-26.0
Cc1cccc(C)c1NC(=O)Nc1ccc2c(c1)OCO2	4.8	-8.3	6.6	-0.7	0.4	8.3	-9.9	4.2	-0.511	1523	13.0
CC(C)(C)S(=O)(=O)c1ccc(S(=O)(=O)C(C)(C)C)s1	-4.1	-1.3	-1.8	0.7	5.3	0.6	-3.8	0.2	nt	1387	nt
Cc1noc(NS(=O)(=O)c2ccc(N/C=C\C(=O)c3cccc4ccccc34)cc2)c1C	4.1	-8.0	10.2	-1.1	5.2	7.1	-4.4	2.4	nt	1369	4.0
